IMP-1 inhibitor: blocks Pseudomonas aeruginosa IMP-1 metallo-beta-lactamase | 290,000 tested, 0.45% active | inhibition, % at 5.6 µM | purified IMP-1, nitrocefin hydrolysis, epi-absorbance fluorescence;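 active = inhibition above the mean plus 3 SD of all compounds in the same screening run, cut at about 4.5% in these data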;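 also: 0% = IMP-1 with DMSO and 100% = DMSO wells lacking enzyme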
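Material – recombinant IMP-1 enzyme, purified · Amount – IMP-1 0.2 nM before substrate addition · Medium – HEPES buffer pH 7.1 with ZnSO4 and Brij 35 · Timing – 25 °C, 15 min preincubation, 25 min reaction · Measured by – plate fluorescence quenching by hydrolysis product, ex 480/em 530 nm · Read-out – percent enzyme inhibition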
VIM-2 inh: inhibitors of Pseudomonas aeruginosa VIM-2 metallo-beta-lactamase. purified VIM-2, nitrocefin hydrolysis, epi-absorbance fluorescence. inhibition, % at 5.6 µM. 290,000 tested, 0.89% active. AID 1527;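 active = inhibition above the mean of all tested compounds plus 3 SD, cutoff set per screening run, cut at about 7.5% in these data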;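 also: red hydrolysis product quenches plate fluorescence so inhibitors raise well fluorescence; 0% = enzyme with DMSO and 100% = DMSO without enzyme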
DNA FID counter: fluorescent intercalator displacement, NS3 helicase counter-screen; DNA fluorescent intercalator displacement, fluorescence; 290,000 tested, 0.17% active; AID 1845; inhibition, % at 7.9 µM; in the data active = inhibition above about 37%;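 also: 0% = vehicle and 100% = reference compound; higher means more ethidium bromide displaced from hairpin DNA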
NALP1 yeast inh: NALP1 inhibition; S. cerevisiae NALP1/ASC/caspase-1 growth, X-gal OD620, 72 h; inhibition, % at 10 µM; 280,000 tested, 0.61% active; AID 2071; in the data active = inhibition mostly above about 24%, no sharp cut-off; inactive = mostly below about 32%; also: some compounds called inactive have numbers as strong as hits
UBC9 SUMO inh: blocks human SUMOylation mediated by UBC9; P63279; HTRF SUMOylation assay, SAE1/SAE2 + UBC9, in vitro; inhibition, % at 35 µM; 290,000 tested, 0.36% active; AID 2006; in the data active = inhibition above about 50%, passing the limit was not always enough; also: strong numbers were not always called active
Target sequence (P63279 whole entry, looked up): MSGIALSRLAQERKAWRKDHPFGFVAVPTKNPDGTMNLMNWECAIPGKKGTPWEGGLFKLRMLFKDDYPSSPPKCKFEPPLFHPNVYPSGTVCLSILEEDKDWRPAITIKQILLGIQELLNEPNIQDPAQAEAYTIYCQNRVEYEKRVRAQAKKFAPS
M18AAP inhibitor: PfM18AAP enzyme inhibition | recombinant PfM18AAP, H-Glu-NHMec fluorogenic cleavage | inhibition, % at 7.35 µM | 290,000 tested, 1.2% active | AID 1822;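 active = inhibition above the campaign mean inhibition over all tested compounds plus 3 SD, cut at about 28% in these data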;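 also: 0% = plate median of test compound wells and 100% = 2 mM ZnCl2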
MEKK2 mut-MEK5: signal of MEK5 binding to mutant human MEKK2 PB1 domain. bead flow cytometry, Alexa488-MEK5 binding to MEKK2 mutant. percent response, % at 10 µM. 290,000 tested, 0.35% active; in the data active = percent response above about 24%, passing the limit was not always enough; also: inactives centre near 1; some results filed as inactive read as strong as hits; reference of the scale not given here
MEKK2 WT-MEK5: raises or lowers MEK5 binding to wildtype human MEKK2 PB1 domain. bead flow cytometry, Alexa488-MEK5 binding to MEKK2 WT; actives lie on both sides. binding response (% of control), % at 10 µM. 290,000 tested, 1.1% active. AID 1531; in the data active = binding response below about 67% or above about 130%
HCV NS3 hel inh: blocks Hepatitis C virus NS3 helicase unwinding | NS3 helicase DNA unwinding, Cy5 molecular beacon fluorescence | inhibition, % at 10.9 µM | 290,000 tested, 0.56% active | AID 1800;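 active = inhibition above the mean of all tested compounds plus 3 SD, set per campaign, cut at about 35% in these data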;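 also: 0% = DMSO wells and 100% = thioflavine S control wells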
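Test system: hepatitis C virus NS3 helicase domain fragment enzyme. Also added: annealed dual-labelled DNA beacon duplex, ATP-started. Timing: 60 min unwinding reaction at 25 °C after ATP addition. Technique: Cy5 fluorescence. Measure: % inhibition of unwinding.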
* = called active by the depositor; . = no result given.

SMILES | IMP-1 inhibitor | VIM-2 inh | DNA FID counter | NALP1 yeast inh | UBC9 SUMO inh | M18AAP inhibitor | MEKK2 mut-MEK5 | MEKK2 WT-MEK5 | HCV NS3 hel inh
CCC(=O)Nc1ccc(S(=O)(=O)Nc2ncccn2)cc1 | -3.9 | -2.1 | 2 | 5 | 6 | -5 | 1 | 110 | 1
CCn1nc(C)cc1C(=O)Sc1ccc(Cl)cc1Cl | -2.3 | -3.0 | 0 | . | 0 | 5 | -1 | 99 | -12
CCC(CC)C(=O)Nc1cccc(/C(C)=N/NC(=O)c2ccccc2Cl)c1 | -2.7 | -4.5 | -2 | -1 | 19 | -5 | 3 | 104 | 14
CCn1c(SCC(=O)N2CCCCC2C)nc2ccsc2c1=O (stereo not drawn) | -2.2 | -2.8 | -23 | 6 | 1 | 3 | 14 | 102 | 4
Cc1cc(C)c2cc(C(=O)N(C)C3CCN(C)CC3)[nH]c2c1 | 1.1 | -1.4 | 0 | 10 | 13 | -2 | -7 | 99 | -9
O=C(Nc1ccc(NC(=O)c2ccco2)nc1)c1ccccn1 | -4.4 | -2.1 | -2 | -1 | 4 | 8 | 3 | 104 | -3
CCOc1ccc(CNc2nc3ccccc3n2CCN2CCOCC2)cc1 | -3.1 | -3.3 | 2 | 24 | 25 | 4 | 1 | 101 | -6
CNC(=O)C(=O)NCCN1CCN(C(=O)c2ccc([N+](=O)[O-])cc2)CC1 | -1.9 | -3.5 | 3 | 18 | 9 | -1 | -3 | 94 | 4
COc1ccc(Nc2nc(N)nc(CSc3n[nH]c(-c4ccccc4)n3)n2)cc1 | -4.0 | -2.5 | -6 | 14 | -6 | 6 | 1 | 97 | -7
CC(=O)n1nc(-c2cccnc2)nc1N | -2.2 | -1.5 | -1 | 11 | 16 | 6 | -6 | 95 | -4
CCN(CC)S(=O)(=O)N1CCC(C(=O)NC2CCCc3ccccc32)CC1 (stereo not drawn) | -3.1 | -4.1 | -26 | -85 | 3 | -3 | -1 | 99 | 6
CCn1c(=O)c([N+](=O)[O-])c(NCc2ccc3c(c2)OCO3)c2ccccc21 | -3.3 | -1.7 | -7 | -12 | 9 | 3 | -1 | 99 | 0
Cc1cc(=O)n2[nH]c(C(F)(F)F)c(-c3ccccc3)c2n1 | -0.9 | -0.8 | -4 | 9 | -5 | -3 | -6 | 91 | 17
COc1ccc(-n2c(=O)cc(N3CCN(c4ccccc4F)CC3)[nH]c2=O)cc1 | -1.5 | -2.2 | -16 | 14 | 13 | -2 | 2 | 103 | -3
COc1ccc(Nc2nc(Cl)nc(N3CCN(c4ccc(OC)cc4)CC3)n2)cc1 | 0.2 | -2.0 | 10 | -3 | -14 | 2 | -11 | 92 | -5
CCN(C(=O)CSc1nnc(-c2cccs2)n1CC)C1CCS(=O)(=O)C1 (stereo not drawn) | -1.8 | -1.4 | -4 | . | -24 | 2 | -1 | 101 | 0
COc1ccc(CC(NC(C)=O)C(=O)NC2CCN(C(=O)c3cccc(Cl)c3)CC2)cc1OC (stereo not drawn) | -1.5 | -4.6 | -25 | 11 | -3 | -2 | 0 | 99 | -11
CCOc1ccc(NC(=O)C2CCCN(S(C)(=O)=O)C2)cc1 (stereo not drawn) | -0.9 | -2.5 | -2 | 2 | 8 | -6 | 6 | 101 | 0
COC(=O)c1ccc(N2C(=O)CC(SCC(=O)Nc3ccc(OC)cc3)C2=O)cc1 (stereo not drawn) | 3.2 | 2.2 | -16 | . | 22 | -11 | 0 | 93 | 12
COc1ccc(CCNC(=O)[C@H](C)N2C(=O)N3CCc4c([nH]c5ccccc45)[C@@]3(C)C2=O)cc1OC | -1.8 | -2.2 | -49 | 16 | 13 | -4 | -1 | 99 | -7
CCCCOC(=O)C1=C(C)Nc2ncnn2C1c1cccc(OC)c1OC (stereo not drawn) | -1.7 | -1.9 | -29 | 0 | 7 | -5 | 4 | 105 | -9
FC(F)(F)c1cc(-c2cccs2)nc2nc(N3CCOCC3)sc12 | -2.4 | 1.6 | -9 | 23 | 3 | 2 | -2 | 102 | -5
Cc1ccc(-n2c(Cc3cccc4ccccc34)n[nH]c2=S)c(C)c1 | -1.1 | -1.2 | -32 | -12 | -13 | 1 | -18 | 81 | -2
COc1ccc(NC(=O)C(NS(=O)(=O)c2cccs2)C(C)C)cc1Cl (stereo not drawn) | -3.1 | -4.8 | -8 | 2 | 1 | 5 | 4 | 99 | -4
CC(=O)c1c(C)nc(Nc2nc3ccccc3s2)nc1C | -2.4 | -0.6 | -1 | 2 | 14 | -7 | 1 | 94 | 5
COc1ccc(S(=O)(=O)Nc2ccc(Cl)cn2)cc1 | -4.8 | -1.5 | -7 | 5 | 4 | -4 | 3 | 107 | 11
Cc1cc(C)cc(NC(=S)NCCN2CCOCC2)c1 | 0.2 | -0.5 | 3 | . | . | -5 | 7 | 113 | 8
CCOC(=O)C1=C(C)NC(c2cccs2)C(=O)N1 (stereo not drawn) | -2.6 | -1.6 | -4 | 18 | 0 | 0 | 6 | 109 | -5
CCOc1ccccc1N1CCN(C(=S)NCc2ccco2)CC1 | -3.2 | -2.5 | -18 | 26 | -9 | 2 | -1 | 92 | 1
C/C(N)=C(/C#N)C(=O)COC(=O)CNS(=O)(=O)c1ccc2ccccc2c1 | -2.4 | -2.2 | -10 | -7 | 16 | 3 | 15 | 112 | 5
CCN(CC)C(=O)Cn1cc(/C=C(\C#N)C(=O)N2CCN(c3ccccc3)CC2)c2ccccc21 | -1.7 | -2.1 | -37 | 10 | -4 | 2 | 8 | 105 | -7
CCOC(=O)c1c(S(=O)(=O)Nc2ccccc2OCC)c(C)n(C)c1C | -3.5 | -1.8 | -10 | 6 | -5 | 3 | 3 | 100 | 11
NC(=O)CC(O)c1cccc(Cl)c1 (stereo not drawn) | -2.2 | -1.3 | -6 | 21 | 19 | -1 | . | . | -5
CCCNC(=O)NC(=O)COC(=O)c1ccc(S(=O)(=O)N(C)c2ccccc2OC)cc1 | -2.3 | -3.4 | -10 | 21 | 8 | -7 | -6 | 90 | 7
COc1ccc(NC(=O)C2CCN(c3cnccn3)CC2)cc1Cl | -1.5 | -4.3 | -6 | 7 | 10 | -1 | 0 | 99 | 4
O=C(NCc1ccccn1)c1cc2ccccn2n1 | -7.2 | -6.6 | -4 | 6 | -3 | 8 | 17 | 112 | 2
COCc1nnc(NC(=O)C2CC(=O)N(C3CCCCC3)C2)s1 (stereo not drawn) | -1.5 | -0.2 | -19 | 19 | -5 | 3 | -6 | 96 | 2
CCN(CC)c1ccc(NC(=O)CN2CCN(CC(=O)Nc3ccc(OC)cc3)CC2)cc1 | -0.9 | -1.2 | -3 | 22 | 10 | -11 | 3 | 107 | -1
CC(C)c1nc(N2CCCC2)c(C#N)c2c1CCCC2 | 0.6 | 0.3 | -1 | 3 | 9 | -8 | 0 | 101 | 0
COc1ccc(-c2nn(-c3ccccc3)cc2CNCCN2CCOC2=O)c(F)c1 | -1.0 | -0.1 | 11 | -21 | 12 | 0 | -8 | 90 | -24

Ordered by heavy-atom count (rising): some entries from above
SMILES | IMP-1 inhibitor | VIM-2 inh | DNA FID counter | NALP1 yeast inh | UBC9 SUMO inh | M18AAP inhibitor | MEKK2 mut-MEK5 | MEKK2 WT-MEK5 | HCV NS3 hel inh
NC(=O)CC(O)c1cccc(Cl)c1 (stereo not drawn) | -2.2 | -1.3 | -6 | 21 | 19 | -1 | . | . | -5
FC(F)(F)c1cc(-c2cccs2)nc2nc(N3CCOCC3)sc12 | -2.4 | 1.6 | -9 | 23 | 3 | 2 | -2 | 102 | -5
C/C(N)=C(/C#N)C(=O)COC(=O)CNS(=O)(=O)c1ccc2ccccc2c1 | -2.4 | -2.2 | -10 | -7 | 16 | 3 | 15 | 112 | 5

(next part)
SMILES | IMP-1 inhibitor | VIM-2 inh | DNA FID counter | NALP1 yeast inh | UBC9 SUMO inh | M18AAP inhibitor | MEKK2 mut-MEK5 | MEKK2 WT-MEK5 | HCV NS3 hel inh
O=C(NCCc1ccc(Cl)cc1)C12CC3CC(CC(O)(C3)C1)C2 | -2.2 | -5.8 | -14 | 3 | 11 | 0 | 5 | 104 | 2
COc1ccc(S(=O)(=O)N2CCCN(CC(=O)Nc3cc(NC(C)=O)ccc3OC)CC2)cc1 | -4.8 | -3.7 | -21 | -18 | 15 | -4 | 2 | 99 | -7
CCCn1nnnc1NC(=O)COc1ccc(CC)cc1 | -2.8 | -2.7 | -7 | 16 | 3 | 6 | -2 | 103 | -2
COc1ccc(-n2cc(C(=O)c3cc(Cl)ccc3O)cc(C#N)c2=O)cc1 | -3.6 | -2.6 | -8 | 1 | 9 | -1 | 6 | 99 | 14
COc1ccc(C)cc1Nc1n[n+](-c2ccccc2)c(-c2cccc(Cl)c2Cl)s1 | -2.2 | -2.7 | -27 | 20 | -3 | 1 | 10 | 120 | 11
Cc1nc2nc[nH]n2c(=O)c1NC(=O)c1c(-c2ccccc2Cl)noc1C | -3.2 | -1.0 | 3 | 7 | 6 | -2 | 11 | 112 | -1
COc1cc(NC(=O)CN2CCN(CC(=O)Nc3ccccc3OC)CC2)cc(OC)c1 | -4.3 | -2.8 | -25 | 7 | -3 | 2 | 2 | 103 | -10
O=C(Cn1cc(-c2nnnn2-c2ccc(Cl)cc2)c(=O)c2ccccc21)c1ccccc1 | -1.6 | -1.0 | -7 | -13 | 19 | 3 | 1 | 101 | -3
C[N+](C)(C)CCOP(=O)(O)OP(=O)([O-])OC[C@H]1O[C@@H](n2ccc(N)nc2=O)[C@H](O)[C@@H]1O | -5.2 | -4.0 | 1 | 9 | -22 | -4 | 4 | 100 | -2
O=C(CN1C(=O)COc2ccccc21)NC1CCCC1 | -1.7 | 0.5 | -3 | 15 | 3 | -2 | 3 | 103 | 6
CCCCCCc1cc2cc(C(N)=O)c(=N)oc2cc1O | -2.6 | -3.1 | -7 | 4 | 5 | 9 | 5 | 104 | 8
CCOC(=O)C1=C(C)NC(=O)NC1/C(C)=C/c1ccccc1 (stereo not drawn) | -4.0 | -4.7 | -12 | 4 | 13 | -3 | 7 | 110 | -7
COc1cc(OC)nc(NC(=O)COC(=O)C2CCCCC2)n1 | -2.9 | -2.1 | -19 | 21 | 6 | -2 | -1 | 101 | 0
C=CCN(CC=C)Cc1cc(=O)n2c(-c3ccccc3)csc2n1 | -2.8 | -0.1 | -13 | -2 | 26 | 5 | -4 | 99 | 4
CSc1cccc(NC(=S)N(CCCN2CCC(C)CC2)Cc2cccs2)c1 | -2.3 | -2.3 | 15 | -22 | 6 | 6 | 9 | 123 | -28

Single records (already shown).
O=C(NCCc1ccc(Cl)cc1)C12CC3CC(CC(O)(C3)C1)C2 across the screens: IMP-1 inhibitor = -2.2; VIM-2 inh = -5.8; DNA FID counter = -14; NALP1 yeast inh = 3; UBC9 SUMO inh = 11; M18AAP inhibitor = 0; MEKK2 mut-MEK5 = 5; MEKK2 WT-MEK5 = 104; HCV NS3 hel inh = 2
CCCn1nnnc1NC(=O)COc1ccc(CC)cc1 across the screens: IMP-1 inhibitor = -2.8; VIM-2 inh = -2.7; DNA FID counter = -7; NALP1 yeast inh = 16; UBC9 SUMO inh = 3; M18AAP inhibitor = 6; MEKK2 mut-MEK5 = -2; MEKK2 WT-MEK5 = 103; HCV NS3 hel inh = -2

Screening results: PubChem, several laboratories
